# CaV13 ICDI inh: Primary screen for inhibitors of IQ motif and Ca2+-dependent inactivation inhibitor domain binding in CACNA1D, Förster resonance energy transfer in living cells, …. HEK cells, CFP/YFP FRET ICDI-IQ, plate reader, 10 min; percent FRET-ratio fall versus neutral wells. actives 0.098% (n = 340,000). AID 743397. inhibition, % at 12.3 µM;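 active = mean replicate inhibition of at least 30% and at least 1% of replicates passing that level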;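 note: 0% = median of the neutral control wells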
# Glyco luc inh: blocks N-linked glycosylation in D54 reporter cells | D54 ERlucT glycosylation luciferase reporter, 24 h; percent of 100 nM tunicamycin response | reporter increase, % at 12.5 µM | actives 0.23% (n = 360,000);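 active = mean luciferase reporter signal, scaled so untreated is 0 and the glycosylation-blocking control 100, at or above a set limit in every replicate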;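 note: luciferase carries N-glycosylation sites so blocking glycosylation raises the light; 0% = median of neutral control wells and 100% = median of 100 nM tunicamycin wells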
# H9c2 protect: myocardial damage modulation in H9c2 cells. H9c2 cardiomyocytes, H2O2 injury protection, ATPLite, 2 h. protection from H2O2 cell death, % at 20 µM. actives 0.63% (n = 360,000). AID 588492;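 active = compounds giving at least 50% protection of heart cells from peroxide-induced death in the single-dose screen, raw or plate-pattern-corrected value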;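 note: 0% = DMSO wells with peroxide and 100% = DMSO wells without peroxide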
# ABCB6 inh MLPCN: blocks the human ABCB6 transporter; Q9NP58; K562-ABCB6 porphyrin accumulation, flow cytometry, 1 h; stronger effect = lower value; fluorescence ratio to DMSO, % at 10 µM; actives 0.19% (n = 360,000);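 active = fluorescence ratio to DMSO below 75%, the collection mean minus 3 SD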;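 note: signal is porphyrin accumulated inside mitochondria; 100% equals median channel fluorescence of DMSO control wells; lower ratio means ABCB6 inhibition with less porphyrin fluorescence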
# Target sequence (Q9NP58 whole entry, looked up): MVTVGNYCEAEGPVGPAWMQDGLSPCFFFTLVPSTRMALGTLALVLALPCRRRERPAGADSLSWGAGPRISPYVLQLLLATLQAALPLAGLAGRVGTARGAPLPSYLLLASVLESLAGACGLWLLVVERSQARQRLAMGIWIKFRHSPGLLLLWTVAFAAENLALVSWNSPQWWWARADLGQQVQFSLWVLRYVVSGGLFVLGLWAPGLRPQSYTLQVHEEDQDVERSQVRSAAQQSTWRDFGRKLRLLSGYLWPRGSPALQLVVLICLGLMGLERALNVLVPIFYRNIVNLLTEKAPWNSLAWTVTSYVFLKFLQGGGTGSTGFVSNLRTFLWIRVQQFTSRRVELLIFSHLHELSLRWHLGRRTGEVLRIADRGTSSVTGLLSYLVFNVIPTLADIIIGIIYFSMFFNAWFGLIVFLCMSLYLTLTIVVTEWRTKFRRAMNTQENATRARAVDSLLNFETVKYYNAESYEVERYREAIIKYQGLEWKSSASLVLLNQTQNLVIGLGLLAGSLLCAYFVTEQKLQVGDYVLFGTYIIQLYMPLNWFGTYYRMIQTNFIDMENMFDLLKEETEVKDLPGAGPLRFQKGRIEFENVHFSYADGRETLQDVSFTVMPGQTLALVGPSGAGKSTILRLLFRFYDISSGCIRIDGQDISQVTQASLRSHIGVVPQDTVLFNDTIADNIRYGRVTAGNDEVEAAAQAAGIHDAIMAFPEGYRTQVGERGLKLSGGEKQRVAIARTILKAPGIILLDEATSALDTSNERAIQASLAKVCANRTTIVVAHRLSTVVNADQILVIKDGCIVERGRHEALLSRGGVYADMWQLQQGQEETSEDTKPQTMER
# hiPSC survival: increases survival of single human iPS cells | hiPSC single-cell survival, ATPlite luminescence; 100% = ROCK inhibitor wells, 0% = DMSO | survival enhancement, % at 20 µM | actives 0.044% (n = 360,000) | AID 602274; in the data active = survival enhancement above about 18%;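 note: cells exposed to compounds for 16 hours before the ATP read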
# Granule exo inh: blocks lytic granule exocytosis | TALL-104 LAMP-1 surface exposure, flow cytometry; cells stimulated with thapsigargin and PMA | inhibition, % at 10 µM | actives 0.66% (n = 360,000) | AID 651702;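 active = inhibition above about 55%, limit read from the data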
# PDI turbidity: blocks human protein disulfide isomerase activity | P07237 | PDI insulin aggregation turbidity, A650, 90 min | inhibition, % at 10 µM | actives 0.052% (n = 350,000) | AID 588391;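 active = mean inhibition across replicates of 30% or more, whatever share of single replicates reach that level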;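 note: absorbance from insulin aggregation driven by PDI reduction with DTT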
# aDG glyco up: increases alpha dystroglycan glycosylation. actives 0.22% (n = 360,000). Pro5-aDG cells, alpha-DG glycosylation AlphaScreen (IIH6); 0% Pro5, 100% B10-LARGE cell signal. activation, % at 10 µM. AID 624168;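 active = activation of at least 8% versus controls, or a plate z-score of at least 8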;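 note: Pro5 are CHO cells carrying HIG-tagged alpha-DG that lacks glycosylation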
# Vif imaging: inhibitors of HIV Vif; HEK293T cells, Vif self-association by quenched fluorescence, imaging, 24 h; inhibition, % at 7.49 µM; actives 0.35% (n = 340,000); AID 602346; in the data active = inhibition above about 50%, passing the limit was not always enough; note: some results filed as inactive read as strong as hits
# m5-HT2A agonist: agonists of mouse serotonin 5-HT2A receptor (HTR2A) | P35363 | CHO-K1 mHTR2A beta-arrestin complementation, luminescence; percent of 30 µM serotonin response | activation, % at 7.6 µM | actives 0.66% (n = 360,000);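 active = activation above a run cutoff, the mean activation of all tested compounds plus 3 SD, cut at about 14% in these data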;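 note: 0% = plate median of compound wells and 100% = 30 µM serotonin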
# * marks the source's active call; other numbers are inactive results; x = no result given. These rows are one share of the data; rates above refer to the full screens.
SMILES,CaV13 ICDI inh,Glyco luc inh,H9c2 protect,ABCB6 inh MLPCN,hiPSC survival,Granule exo inh,PDI turbidity,aDG glyco up,Vif imaging,m5-HT2A agonist
CSc1nnc(OC(=O)N(C)C)n1-c1ccc(Cl)cc1,-16,0,1,99,-0.6,1,11,0.0,0,-6
CC(NC(C)(C)C)C(=O)c1cccc(Cl)c1 (stereo not given),-5,0,8,100,-0.9,1,15,-0.1,5,-4
COC(/C(C)=C/C=C/C(C)=C/c1coc(C)n1)C(C)C1CC(O)C2(C)OC2C=CC(C)C2CC(CC(=O)O2)CC2OC2C(=O)O1 (stereo not given),4,3,3,100,-1.1,-3,5,0.0,-7,6
COC(=O)C1=C(c2ccc(OCc3ccccc3)cc2)C[C@@H]2CC[C@H]1N2C(=O)NCCCCc1ccccc1,-3,-9,-12,95,0.8,13,-1,0.0,-1,7
COC(=O)C1=C(c2cccc(OC)c2OC)C[C@@H]2CC[C@H]1N2C(=O)NC1CCCCC1,-10,1,1,102,-2.3,-5,8,0.0,-8,9
CCOC(=O)c1ccccc1N,x,0,-5,102,1.5,2,x,0.3,14,-6
COC(=O)[C@@]1(C#N)[C@@H]2C=CC(C(C)=O)=CN2[C@@H](C(N)=O)[C@@H]1c1ccc(F)cc1,-25,-1,5,94,-0.3,5,3,0.1,7,4
Cc1c(NC(=O)C(C)OC(=O)Cc2ccccc2)c(=O)n(-c2ccccc2)n1C (stereo not given),-6,0,8,96,0.8,-2,11,0.0,0,1
C[N+]1(C)C2CC(OC(=O)C(CO)c3ccccc3)CC1C1OC12 (stereo not given),-6,2,14,92,1.1,-3,3,-0.2,-3,3
c1ccc(-n2ccnc2)cc1,-4,1,-5,102,2.0,2,-3,-0.2,-3,3
COC(=O)C1=C(c2ccccc2)C[C@@H]2CC[C@H]1N2C(=O)N1CCCC1,-6,-2,11,97,-1.7,5,4,0.1,-8,-3
COc1ccccc1N1CCN(Cc2cc(C)c(C)cc2O)CC1,-5,-5,-4,103,-1.5,-1,-3,-0.2,-23,-7
Cc1cccc(C)c1NC1=NCCCCS1,-5,1,1,104,-2.1,-3,-3,-0.1,1,-3
CNCCc1c[nH]c2ccccc12,x,0,-1,95,1.4,-3,-2,-0.2,0,32*
CCCC(=O)NC(Oc1ccccc1Cl)C(Cl)(Cl)Cl (stereo not given),-6,2,-7,98,-1.5,-2,-3,-0.3,1,-2

# Sorted by heavy-atom count (descending): 3 of the compounds above
SMILES,CaV13 ICDI inh,Glyco luc inh,H9c2 protect,ABCB6 inh MLPCN,hiPSC survival,Granule exo inh,PDI turbidity,aDG glyco up,Vif imaging,m5-HT2A agonist
Cc1c(NC(=O)C(C)OC(=O)Cc2ccccc2)c(=O)n(-c2ccccc2)n1C (stereo not given),-6,0,8,96,0.8,-2,11,0.0,0,1
C[N+]1(C)C2CC(OC(=O)C(CO)c3ccccc3)CC1C1OC12 (stereo not given),-6,2,14,92,1.1,-3,3,-0.2,-3,3
c1ccc(-n2ccnc2)cc1,-4,1,-5,102,2.0,2,-3,-0.2,-3,3

# Next structures.
SMILES,CaV13 ICDI inh,Glyco luc inh,H9c2 protect,ABCB6 inh MLPCN,hiPSC survival,Granule exo inh,PDI turbidity,aDG glyco up,Vif imaging,m5-HT2A agonist
CC(=O)NCCc1c[nH]c2ccccc12,x,1,0,101,-2.5,4,x,-0.2,-4,-3
COc1ccc(N=Nc2c(O)[nH]c(=S)[nH]c2=O)cc1,-5,-6,-8,101,-0.7,-2,2,-0.2,1,-1
COc1ccc(-n2c(-c3ccccc3[N+](=O)[O-])nc3ccccc3c2=O)cc1,-20,0,-4,90,-0.1,3,0,0.1,0,0
O=C(Cc1cccc(C(F)(F)F)c1)N1CCN(CC(=O)N2CCCC2)CC1,-6,1,1,105,-0.3,3,-9,-0.4,-4,-1
CCNCCNc1ccc([N+](=O)[O-])c2cccnc12,-16,19,-2,98,-0.7,11,5,-0.1,4,8
O=C(COC(=O)Cc1ccccc1)Nc1ccc(Cl)cn1,x,2,-4,98,-0.1,3,-8,-0.1,-3,-1
COc1ccc(-c2nc3ccccc3n2OC(=O)N(C)C)cc1,-4,-3,6,99,-3.2,-2,16,0.2,-3,3
COC(=O)C1=C(c2ccccc2)C[C@@H]2CC[C@H]1N2C(=O)NCc1ccc(F)cc1,-12,-1,3,104,-0.3,-3,4,0.1,1,4
CC(C)(C)NC(=O)CN1CCCN(C(=O)COc2ccc(Cl)c3ccccc23)CC1,-6,1,6,94,-0.4,-1,-4,0.1,-3,-6
O=c1[nH]c(=O)n(-c2ccc(F)cc2)c(O)c1/C=C1\C=Nc2ccccc21,-28,3,0,109,-0.6,56*,-5,1.2,0,4
O=C1/C(=C/c2cccc([N+](=O)[O-])c2)N2CCC1CC2,-12,3,10,101,7.9,-6,2,-0.2,-3,-2
COc1cc2c(cc1/C=C/[N+](=O)[O-])OCO2,-20,25,1,92,-0.5,20,-3,0.5,13,3
CCCCC1(CCCC)C(=O)NC(=Nc2cccc(C)c2)NC1=O,-5,0,-6,95,-0.9,0,-5,-0.1,-9,0
Cc1ccccc1-n1c(-c2ccoc2)nc2ccccc2c1=O,-2,-2,1,93,0.3,0,-4,-0.1,2,-5
FC(F)(F)c1ccc2c(c1)nnn2C1CCN(Cc2nnnn2Cc2ccccc2)CC1,-5,-6,48,99,-0.4,7,3,1.6,-18,0
CCNC(=O)NNC(=O)C1CC(c2cccnc2)=NO1 (stereo not given),7,0,3,98,1.5,0,-2,0.0,16,-1
COC(=O)C1=C(c2ccc(Cl)c(C(F)(F)F)c2)C[C@@H]2CC[C@H]1N2C(=O)NCCOc1ccc(OC)cc1,x,-4,-9,100,-0.3,-3,0,0.8,2,-5
CCCCn1c(O)c(C(CC)=NCCc2ccccc2)c(=O)[nH]c1=O,-6,-3,-8,95,-4.1,1,4,-0.1,-16,-4
O=C(Oc1c(Cl)cc(Cl)c2ccccc12)N1CCCCC1,-1,-6,-24,102,-2.5,-2,-6,-0.1,-3,15*
[N-]=[N+]=NC1C[C@H](n2ccc(=O)[nH]c2=O)O[C@@H]1CO (stereo not given in full),-5,0,-2,97,-0.4,-3,-13,-0.1,-1,1
CCOC(=O)C(O)(c1ccc(N(CC)S(=O)(=O)c2ccccc2)cc1)C(F)(F)F (stereo not given),x,3,2,104,12,5,-3,-0.2,-4,1
COc1ccc2c(c1)NP(=S)(c1ccccc1)N2C (stereo not given),-6,2,-8,95,0.1,1,-21,0.1,-7,-7
Cc1sc2ccccc2c1CC1=NCCN1,-4,3,3,94,-1.2,11,5,0.3,22,-6
C=CCn1c(O)c(C(C)=NCCCn2ccnc2)c(=O)[nH]c1=O,-19,-1,3,99,-0.5,-8,-7,0.1,-1,-2
COC(=O)C1=C(c2ccc(C(C)=O)cc2)C[C@@H]2CC[C@H]1N2C(=O)N1CCC(O)(c2ccc(Cl)cc2)CC1,-4,-1,-3,93,0.1,-8,1,-0.6,-3,2
CCC1C2CC3C4N(C)c5ccccc5C45CC(C2C5O)N3C1O (stereo not given),x,-2,3,100,-0.4,0,x,0.0,2,0
Oc1cc2c(cc1CN1CCN(c3ccccc3)CC1)OCO2,-8,-2,3,93,1.2,-4,11,0.2,-5,4
O=Cc1cn(Cc2cccc(F)c2)c2ccccc12,-5,-15,0,88,3.5,3,1,0.1,0,-5
C/C=C1/CN2[C@@H]3C4CO[C@@H]3c3c([nH]c5cc(OC)ccc35)[C@@H]2CC14 (stereo not given in full),x,-1,1,100,1.5,8,x,-0.1,-6,3
O=C(COc1ccc(Cl)cc1)NC1CN2CCC1CC2 (stereo not given),-5,-2,-4,115,-4.1,-10,5,0.5,-17,-1
O=c1[nH]c(=S)n(Cc2ccc(F)cc2)c(O)c1C=NCc1cccnc1,-5,0,8,94,0.8,0,12,-0.1,-3,-1
O=C(O)[C@@H]1C[C@H]1[C@@H](NP(=O)(c1ccccc1)c1ccccc1)c1ccccc1,-5,0,10,93,-0.5,-3,2,0.0,-3,0
COc1ccc(CCNCc2ccc(OC)c(OC)c2OC)cc1,-9,-2,-1,107,0.9,4,3,0.0,1,1

# Part of the list above in order of number of heavy atoms, low to high:
SMILES,CaV13 ICDI inh,Glyco luc inh,H9c2 protect,ABCB6 inh MLPCN,hiPSC survival,Granule exo inh,PDI turbidity,aDG glyco up,Vif imaging,m5-HT2A agonist
Cc1sc2ccccc2c1CC1=NCCN1,-4,3,3,94,-1.2,11,5,0.3,22,-6
[N-]=[N+]=NC1C[C@H](n2ccc(=O)[nH]c2=O)O[C@@H]1CO (stereo not given in full),-5,0,-2,97,-0.4,-3,-13,-0.1,-1,1
COc1ccc2c(c1)NP(=S)(c1ccccc1)N2C (stereo not given),-6,2,-8,95,0.1,1,-21,0.1,-7,-7
CCNC(=O)NNC(=O)C1CC(c2cccnc2)=NO1 (stereo not given),7,0,3,98,1.5,0,-2,0.0,16,-1
O=C(Oc1c(Cl)cc(Cl)c2ccccc12)N1CCCCC1,-1,-6,-24,102,-2.5,-2,-6,-0.1,-3,15*
C=CCn1c(O)c(C(C)=NCCCn2ccnc2)c(=O)[nH]c1=O,-19,-1,3,99,-0.5,-8,-7,0.1,-1,-2
C/C=C1/CN2[C@@H]3C4CO[C@@H]3c3c([nH]c5cc(OC)ccc35)[C@@H]2CC14 (stereo not given in full),x,-1,1,100,1.5,8,x,-0.1,-6,3
CCCCn1c(O)c(C(CC)=NCCc2ccccc2)c(=O)[nH]c1=O,-6,-3,-8,95,-4.1,1,4,-0.1,-16,-4
O=c1[nH]c(=S)n(Cc2ccc(F)cc2)c(O)c1C=NCc1cccnc1,-5,0,8,94,0.8,0,12,-0.1,-3,-1
O=C(O)[C@@H]1C[C@H]1[C@@H](NP(=O)(c1ccccc1)c1ccccc1)c1ccccc1,-5,0,10,93,-0.5,-3,2,0.0,-3,0
CCOC(=O)C(O)(c1ccc(N(CC)S(=O)(=O)c2ccccc2)cc1)C(F)(F)F (stereo not given),x,3,2,104,12,5,-3,-0.2,-4,1
COC(=O)C1=C(c2ccc(Cl)c(C(F)(F)F)c2)C[C@@H]2CC[C@H]1N2C(=O)NCCOc1ccc(OC)cc1,x,-4,-9,100,-0.3,-3,0,0.8,2,-5
